PV pol inh: poliovirus RNA polymerase inhibition; % elongation, % (compound at 16.7 µg/mL); 150,000 compounds, 0.66% hits; P03300; poliovirus polymerase elongation, fluorescence polarization; hits give low values; in the data active means % elongation below about 90%; further: some results filed as inactive read as strong as hits
Target sequence (P03300 1749-2209 limits assumed): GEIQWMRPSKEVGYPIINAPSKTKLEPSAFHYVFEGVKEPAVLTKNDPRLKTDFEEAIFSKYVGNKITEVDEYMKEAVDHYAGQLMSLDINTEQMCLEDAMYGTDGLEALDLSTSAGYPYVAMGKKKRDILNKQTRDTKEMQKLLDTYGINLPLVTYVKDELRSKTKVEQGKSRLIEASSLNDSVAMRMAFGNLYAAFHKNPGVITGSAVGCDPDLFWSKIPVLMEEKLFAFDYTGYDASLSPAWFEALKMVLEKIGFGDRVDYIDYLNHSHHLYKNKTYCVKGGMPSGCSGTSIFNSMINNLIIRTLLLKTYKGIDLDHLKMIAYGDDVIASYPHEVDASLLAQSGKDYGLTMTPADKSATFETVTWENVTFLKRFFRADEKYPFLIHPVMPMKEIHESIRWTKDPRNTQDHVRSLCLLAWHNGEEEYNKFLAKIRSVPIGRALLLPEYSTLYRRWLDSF
PV pol inh FP z-score: also measured in PV pol inh; calls as there; z-score; measured here: FP z-score; hits read low
* hit, by the source's call; & = joins results of further samples. These rows are one share of the data; count on the stated rates, not on these rows.

SMILES,PV pol inh FP z-score,PV pol inh
COc1ccccc1NC(=O)C1c2ccccc2Oc2ccccc21,0.3,102
CNC(=O)c1c(-c2ccccc2)c2cc(OC)ccc2n1CCN(C)C,0,101
COc1ccc(-c2cc(N)n(C)n2)cc1,-0.2,101
COc1ccc(OCC(=O)Nc2cccc(-c3nc4ccccc4s3)c2C)cc1,0.3,111
O=C(OCC(=O)N1CCCC1)C1CCN(S(=O)(=O)c2cccs2)CC1,-0.4,100
Oc1ccccc1C=Nc1cccc(N=Cc2ccccc2O)c1,0.5,104
Cc1ccc(N2CC(=O)N(N)CC2=O)cc1,0.2,102
CCCOC(=O)c1c(NC(=O)C2c3ccccc3Oc3ccccc32)sc2c1CCC(C)C2 (stereo not drawn),0.5,107
Cc1c(CSc2nnc(C3CC3)n2-c2ccccc2)noc1-c1ccc(F)cc1,0.4,105
O=C(C1COc2cc(S(=O)(=O)Nc3ccccc3)ccc2O1)N1CCCCC1 (stereo not drawn),0.5,102
CCOC(=O)C1CCN(C(=O)c2ccc3c(c2)S(=O)(=O)c2ccccc2C3=O)CC1,-0.1,102
CS(=O)(=O)Nc1ccc([N+](=O)[O-])cc1Oc1ccccc1,-0.1&0.1&0.4&-0.2,100&100&101&98
C/C(=C\C(=O)c1ccc(C)cc1)N1CCOCC1,0.9,103
O=S(=O)(c1ccc(Cl)nc1)N(Cc1ccccc1)Cc1ccccc1,0.6,104
O=C(CSc1oc(-c2ccco2)nc1S(=O)(=O)c1ccc(Cl)cc1)NC1CCCCC1,0.3,102
O=C(CCc1ccccc1)NN1CCOCC1,-1.1,97
CC1CCCCC12NC(=O)N(CCCCN1C(=O)c3ccccc3C1=O)C2=O (stereo not drawn),0.4,106
CCN1CCN(C(=O)Cn2c(-c3cccs3)cc3ccccc32)CC1,1.2,118
Cc1ccc(Cl)cc1NC(=O)Cn1c(=O)oc2cc(S(=O)(=O)N3CCCC3)ccc21,-0.5,103
N#Cc1ccc(-c2cccs2)[nH]c1=S,4.5,154
O=C1c2ccccc2C(=O)N1CNc1ccccc1C1CC1,0.3,103
COc1cccc(-c2nc3cc(C)ccc3o2)c1,0.7,105
COCCn1cc(C(=O)c2ccccc2O)cc(C#N)c1=O,1.2,109
COc1ccc(Nc2cc(Nc3ccccc3)ncn2)cc1,0.3,102
CNC(=O)c1ccccc1COC(=O)c1cccs1,-1,100
CCOC(=O)C1CCN(/C=C2/C(=O)NC(=O)N(Cc3ccco3)C2=O)CC1,-0.1,100
CCC1CN(C(=O)Nc2ccccc2F)c2cc(C)ccc2O1 (stereo not drawn),0.5,109
COC(=O)CSc1n[nH]c(C)n1,-0.3,100
O=C(CSc1nncs1)c1cccs1,0,102
CC(=O)Nc1ccc(S(=O)(=O)NCC2CCC(C(=O)NCCc3ccc(C)cc3)CC2)cc1 (stereo not drawn),-0.9,101
COC(=O)CSc1nnc(COc2cccc3ccccc23)o1,0.4,103
S=c1[nH]c2ccc(Cl)cc2[nH]1,0.3,103
CCSc1ncc(Cl)c(C(=O)Nc2nc3ccc(OC)cc3s2)n1,-1.5,101
Cc1cc2nc(Oc3ccc(S(=O)(=O)N4CCOCC4)cc3)c3ccccc3n2n1,-0.3,102
COc1ccc(Cn2nnc3c(C)nnc(N4CCOCC4)c32)cc1,0.2,102
COc1ccc(-c2c3c(=O)n(C)c(=O)n(C)c3c3n2-c2ccccc2NC3c2ccc(OC)cc2)cc1 (stereo not drawn),1.4,115
CCCCOC(=O)c1ccc(NC2=NS(=O)(=O)c3ccccc32)cc1,-0.3,109
Cc1ccc(OCC(=O)Nc2nc(-c3ccc(Br)cc3)ns2)cc1C,0.6,109
Cc1cc(NCc2ccccc2)c2nncn2n1,0.6,104
N#Cc1cnc(N2CCCCC2)[nH]c1=O,0.1,102
NC(=O)C1CCN(CC(=O)NC(c2ccccc2)c2ccccc2)CC1,-0.1,101
Cn1ncc(Br)c1C(=O)O,-0.6,99
COC(=O)c1cc2sccc2n1Cc1ccc(F)cc1Cl,-0.5,105
CC(C)CCNC(=O)Cc1cccs1,0.4,106
CCN(C(=O)c1ccco1)c1nnc(Cn2nnc3ccccc32)s1,-1.1,99
COc1ccc(-c2noc(CCC(=O)O)n2)cc1OC,-0.4,100
c1csc(-c2nc(-n3ccnc3)c3ccccc3n2)c1,-0.2,101
CC(C)(C)c1cc(C(=O)Nc2ccc(Cl)cc2)n(Cc2ccccc2)n1,-1,100
CCSc1cnn(C)c(=O)c1SCC,0.3,101
FC(F)(F)c1ccc(C2=Nc3ccccc3NC(c3cccs3)=N2)cc1,-1,103
Cc1cc2oc(C(=O)Nc3ccc(S(=O)(=O)Nc4ncccn4)cc3)cc(=O)c2cc1C,0.2,108
CCN(CC)CCCNC(=O)c1cc(-c2ccc(OC)c(OC)c2)on1,0,104
COc1ccc(NCc2cc3ccc(OC)cc3n(CC(=O)Nc3ccc(C)c(C)c3)c2=O)cc1,0.4,108
Oc1ccc2ccccc2c1CN1CCN(C/C=C/c2ccccc2)CC1,0.6,102
COCCn1ccc2c(OCC(=O)Nc3cccc(NC(C)=O)c3)cccc2c1=O,0.8,105
CCOc1ccc(NC(=O)NCCCn2c(C)nc3cc(C)c(C)cc32)cc1,-0.1,102
CC(=O)N1C2=C(CCCC2)C(=O)NC12CCCCC2,-0.3,102
CC1CCCCN1S(=O)(=O)c1cccc(C(=O)O)c1 (stereo not drawn),-0.4,101
Cc1cc(-c2ccc(S(=O)(=O)Nc3cccc(C)c3C)s2)on1,2.2,117
COc1cccc(N2CCN(c3ncnc4c3c(-c3ccccc3)cn4-c3cccc(C(F)(F)F)c3)CC2)c1,-0.3,105

More records.
SMILES,PV pol inh FP z-score,PV pol inh
CCCS(=O)(=O)NCCc1csc2nc(-c3ccc(C)cc3)nn12,0.6,110
COc1ccc(-c2noc(N3CCc4ccccc43)n2)cc1,0.2,103
CSc1cccc(NC(=O)Cn2nnc(C(=O)NCCc3ccccc3)c2N)c1,0,103
O=C(OCc1cc(=O)n2nc(-c3cccs3)sc2n1)c1ccccc1Cl,0.5,109
O=C(CSc1nc2ccsc2c(=O)n1Cc1ccccc1Cl)NCc1ccc(F)cc1,-0.5,104
COc1ccc(S(=O)(=O)N2CC=C(c3c(C)n(CC(=O)N4CCCC4)c4ccccc34)CC2)cc1OC,0,100
CC(C)N(Cc1ccccc1)S(=O)(=O)c1ccc2c(c1)OCCO2,-0.8,95
CCc1ccc(NC(=O)N2CCCC(CN3CCc4ccccc4C3)C2)cc1 (stereo not drawn),0.4,102
Cc1ccccc1NC(=O)c1ccc2nc(Cc3ccccc3)oc2c1,-0.2,106
CCN(c1ccccc1)S(=O)(=O)c1ccc(Cl)nc1,0.1,102
Cc1ccc(C2=NN(C(=O)CSc3ccccn3)C(c3ccco3)C2)o1 (stereo not drawn),-0.1,101
CCc1ccc(NC(=O)Cn2c(=O)n(-c3cc(C)cc(C)c3)c(=O)c3oc4ccccc4c32)cc1,0.1,107
Cc1cccc(-c2nc3c4c(-c5ccccc5)c(-c5ccccc5)oc4ncn3n2)c1,0.9,108
O=C(CSc1nnc2c(n1)[nH]c1ccccc12)Nc1ccccc1,-1.7,97
CCC(c1nnnn1CCOC)N1CCN(c2cccc(C(F)(F)F)c2)CC1 (stereo not drawn),0.4,103
COC(=O)c1cccc(NS(=O)(=O)c2cccs2)c1,0.6,103
Cc1cccn2cc(CNC(=O)CC3CCCC3)nc12,-0.1,103
OCCNC(=S)Nc1ccc(Cl)cc1,0,101
COc1ccccc1Nc1cc(C(=O)NCCN2CCOCC2)c2ccccc2n1,0.4,101
Cc1cccc(CC(=O)N2CCN(c3ccccc3)CC2)c1,1.1,104

Some of the entries so far, as labelled records.
CCN(c1ccccc1)S(=O)(=O)c1ccc(Cl)nc1
  PV pol inh FP z-score = 0.1 | PV pol inh = 102
Cc1ccc(C2=NN(C(=O)CSc3ccccn3)C(c3ccco3)C2)o1 (stereo not drawn)
  PV pol inh FP z-score = -0.1 | PV pol inh = 101

New compounds follow.
SMILES,PV pol inh FP z-score,PV pol inh
CSc1nc2cc(C)nn2c(-c2ccc(C(C)(C)C)cc2)c1C#N,-0.4,103
COc1ccccc1C(=O)Nc1ccc2nc(SCC(=O)N3CCCC3)sc2c1,-0.2,106
O=C(NC1CCN(Cc2ccccc2)CC1)c1cc(-c2ccccc2)n[nH]1,0.3,104
CCn1nnc(NC(=O)C(C)(c2ccccc2)c2ccccc2)n1,-0.4,100
O=C1N(c2ccc3c(c2)OCCO3)C(c2ccccc2)C1(F)F (stereo not drawn),0.5,105
COC(=O)c1cc(OC(=O)c2cc(OC)cc(OC)c2)cc(C(=O)OC)c1,-0.4,100
CCN1CCC(N(Cc2ccc3c(c2)OCO3)C(=O)Nc2cc(F)ccc2F)CC1,-0.3,108
Cc1noc(C)c1S(=O)(=O)Nc1ccc(C(=O)Nc2ccc(C(C)C)cc2)cc1,-0.6,105
Cc1ccc2c(=O)c(C(=O)c3ccccc3)coc2c1,0,101
CCCCn1cc(S(=O)(=O)c2cc(C)ccc2C)c(=O)c2cc(F)c(N3CCC(C)CC3)cc21,0.7,110
COc1cc(Cl)c(C)cc1NC(=O)c1cc2c(=O)oc3ccccc3c2s1,0.3,106
COc1ccccc1Nc1sc(C(=O)c2ccc(C)cc2C)c(N)c1S(=O)(=O)c1ccccc1,0.4,108
CCc1ccccc1NC(=O)c1ccc2c(c1)c(C)c(C)n2Cc1ccccc1,0.3,108
CC(C)(O)C#Cc1ccccc1C(=O)NC(CC(N)=O)C(=O)O (stereo not drawn),1.7,103
CCCCN1C(=O)CN(C2CCCCCC2)C(=O)C1c1ccc(OCC)c(OC)c1 (stereo not drawn),0,109
CCCn1c(=N)c(C(=O)NC2CCCC2)cc2c(=O)n3ccccc3nc21,0.1,102
CC1Cc2ccccc2N1CC(=O)NCc1ccc2c(c1)OCO2 (stereo not drawn),0,104
Cc1ncc2c(c1OC(=O)c1ccccc1)COC(C)(C)OC2,0,101
CN(C)Cn1nc(-c2ccccc2)n(-c2ccccc2)c1=S,0,103
CC(C)(C)OC(=O)N1CCN(CCNC(=O)Nc2cc(Cl)cc(Cl)c2)CC1,0.3,103
CN(C)c1ccc(NC(=O)CSc2nc3ccccc3cc2C#N)cc1,-0.3,99
CSc1ccc2c(c1)C(N1CCN(C)CC1)Cc1ccccc1S2 (stereo not drawn),0.1,100
O=C1NCC(COc2ccc(Cl)cc2)O1 (stereo not drawn),-0.3,99
COc1ccccc1NC(=O)/C=C/c1cn(CCC#N)nc1-c1ccc(Cl)cc1,-0.6,99
CCC(=O)N1CCc2cc(CNC(=O)c3ccc(F)cc3)ccc21,-0.8,103
COc1ccc(C(C)(C)C)cc1NC(=O)COC(=O)C1CCC1,0.3,102
CCOC(=O)c1ccc(S(=O)(=O)N2CCC(C(=O)OCC)CC2)cc1,1,105
CC1(C)CC(=O)C(C=NCCN2CCN(C(=S)Nc3ccccc3)CC2)=C(O)C1,0.2,102
O=C(C1CCN(S(=O)(=O)/C=C/c2ccccc2)CC1)N1CCN(c2ccccn2)CC1,-0.4,101
O=C1C(Nc2ccccc2)=CC(c2ccccc2)N1c1ccccc1 (stereo not drawn),0.2,106
O=C(Cn1cc(S(=O)(=O)N2CCN(c3ccccc3F)CC2)c2ccccc2c1=O)Nc1ccc(Cl)cn1,-0.6,96
CC(C)CCNCC1OCc2ccccc2CO1,0.3,106
Cc1ccc(N2CCNCC2=O)c(C)c1,-1.1,99
N#Cc1ccccc1-c1nnn(CC(=O)N/N=C/c2ccc3c(c2)OCO3)n1,-1,100
CCc1ccccc1NC(=O)c1cc(S(=O)(=O)N2CCCc3ccccc32)ccc1F,1.1,113
CCN(CC)N1CCN(S(=O)(=O)c2ccc(S(=O)(=O)c3ncccn3)cc2)CC1,1.2,106
C/C(O)=C\c1sc2ccccc2[n+]1C,-0.7,100
CC(Oc1ccccc1)C(=O)Nc1scc2c1c(=O)oc1ccccc12 (stereo not drawn),-1.8,95
CCOc1ccc2nc(NC(=O)c3ccccc3F)sc2c1,0.5,105
O=C(Nc1ccc(OC(F)(F)F)cc1)Nc1ccc(C2=NCCO2)cc1,-0.5,102
COC(=O)C(Cc1ccc(O)cc1)NC(=O)NC12CC3CC(CC(C3)C1)C2 (stereo not drawn),-0.4,100
CC(C)=C1C2C=CC1C1C(=O)N(Cc3cccnc3)C(=O)C21 (stereo not drawn),-0.2,102
Cc1ccc(N2C(=O)CSC23C(=O)N(CC(=O)Nc2ccccc2F)c2ccccc23)cc1C (stereo not drawn),0.7,112
CCN=C(NCC)Nc1ccc(Cl)cc1,-0.2,101
CN(CCNC(=O)c1cc(=O)[nH]c2ccc(S(=O)(=O)N3CCCCC3)cc12)Cc1ccccc1,-0.3,99
O=c1oc2c(-c3ccc(Br)cc3)cc(O)cc2s1,-1.1,99
CC(C)n1c(-c2ccccc2)csc1=Nc1ccccc1,0,102
Cc1ccccc1CSc1cn(CC(=O)N2CCCCC2)c2ccccc12,0.8,122

Random excerpt: 5 entries already listed.
SMILES,PV pol inh FP z-score,PV pol inh
Cc1ccccc1CSc1cn(CC(=O)N2CCCCC2)c2ccccc12,0.8,122
CCN=C(NCC)Nc1ccc(Cl)cc1,-0.2,101
CC(C)n1c(-c2ccccc2)csc1=Nc1ccccc1,0,102
COC(=O)C(Cc1ccc(O)cc1)NC(=O)NC12CC3CC(CC(C3)C1)C2 (stereo not drawn),-0.4,100
O=c1oc2c(-c3ccc(Br)cc3)cc(O)cc2s1,-1.1,99

Screens as filed in PubChem BioAssay.
